# Assay outcomes (PubChem BioAssay)
# TMEM16A inh = TMEM16A chloride channel inhibitors, primary screen, cell-based, HTS. Anoctamin-1 (Mus musculus), Q8BHY3. HEK293 TMEM16A/YFP iodide influx fluorescence, ionomycin. normalized B-score (activity score, 25-100; higher = stronger inhibition) at 10 µM. 310,000 compounds, 1.2% hits;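 active means ratio plate-corrected score three or more library SD toward inhibition, starting fluorescence score within five deviations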;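 further: score derived from kinetic fluorescence span divided by baseline fluorescence per well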
# MrgX1 agonist = agonists of human MrgX1 receptor, primary screen, HEK293 cells, Fluo-4 calcium flux; Mas-related G-protein coupled receptor member X1 (Homo sapiens), Q96LB2; AID 588627, 2011; B-score at 10 µM; 310,000 compounds, 0.44% hits; Fluo-4 calcium fluorescence, agonist mode; stronger effect = higher value;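 active means calcium response B-score plate-corrected fluorescence ratio at least 3 library SD, with starting fluorescence B-score inside 5 SD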
# Target sequence (Q96LB2 whole entry, looked up): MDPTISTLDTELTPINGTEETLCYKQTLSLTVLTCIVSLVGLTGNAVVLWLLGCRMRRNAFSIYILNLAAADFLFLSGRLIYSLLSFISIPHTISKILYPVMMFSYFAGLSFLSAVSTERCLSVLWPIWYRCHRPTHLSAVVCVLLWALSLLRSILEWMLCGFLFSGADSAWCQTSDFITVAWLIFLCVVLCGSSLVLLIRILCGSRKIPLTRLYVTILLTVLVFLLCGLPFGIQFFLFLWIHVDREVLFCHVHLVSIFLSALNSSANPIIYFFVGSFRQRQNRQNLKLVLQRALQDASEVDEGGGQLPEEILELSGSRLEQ
#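 Material: HEK293 cells stably expressing human MrgX1 receptor | Quantity: 15,000 cells per well | Times: Cells plated overnight, dye loaded 0.5 h 37 °C, 0.5 h room temperature | Measured by: Kinetic Fluo-4 NW fluorescence of intracellular calcium | Control set: Positive and negative controls per plate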
# TRPC6 act = mouse TRPC6 channel activators, primary screen, cell-based, HEK293, membrane potential dye; Short transient receptor potential channel 6 (Mus musculus), Q61143; HEK293-TRPC6 membrane potential dye fluorescence; stronger effect = higher value; B-score at 10 µM; 310,000 compounds, 0.13% hits; AID 2550, 2010;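 active means B-score of the integrated fluorescence ratio above library mean plus 3 SD, and starting fluorescence ratio within library mean plus 5 SD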;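 further: higher score means more depolarization so channel activation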
# TRPC6 inhibitor = mouse TRPC6 channel inhibitors, primary screen, cell-based, HEK293, membrane potential dye. ACh-evoked depolarization; stronger effect = lower value. Short transient receptor potential channel 6 (Mus musculus), Q61143. B-score at 10 µM. 310,000 compounds, 1.1% hits;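 active means B-score under library mean minus 3 SD, initial fluorescence not abnormally high, positive integrated signal ratio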;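 further: B-score derived from integrated fluorescence ratio over the kinetic read; more negative B-score means stronger inhibition of depolarization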
# HDAC3 inh = HDAC3 deacetylase inhibitors, primary screen, biochemical, fluorescence, cell-free homogeneous; inhibition, % at 8.3 µM; 320,000 compounds, 0.15% hits; recombinant HDAC3, fluorogenic peptide/trypsin coupled; in the data active means inhibition above about 26%, passing the limit was not always enough; inconclusive means no clear call, values can overlap the other calls
# Target sequence (O15379 whole entry, looked up): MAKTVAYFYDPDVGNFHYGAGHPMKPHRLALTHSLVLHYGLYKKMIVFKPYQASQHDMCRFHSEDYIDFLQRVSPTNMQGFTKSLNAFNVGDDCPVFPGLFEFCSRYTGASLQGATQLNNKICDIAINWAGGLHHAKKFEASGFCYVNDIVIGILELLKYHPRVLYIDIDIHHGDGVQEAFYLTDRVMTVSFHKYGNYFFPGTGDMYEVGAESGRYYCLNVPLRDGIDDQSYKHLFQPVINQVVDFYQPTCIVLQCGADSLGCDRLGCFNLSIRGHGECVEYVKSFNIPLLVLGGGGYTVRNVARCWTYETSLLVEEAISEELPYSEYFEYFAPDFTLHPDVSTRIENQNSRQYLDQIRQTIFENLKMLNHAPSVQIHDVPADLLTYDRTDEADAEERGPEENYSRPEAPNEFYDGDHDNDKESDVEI
# MrgX1 antag = antagonists of human MrgX1 receptor, primary screen, HEK293 cells, Fluo-4 calcium flux. BAM8-22 antagonism; stronger effect = lower value. B-score at 10 µM. 310,000 compounds, 1.3% hits. Mas-related G-protein coupled receptor member X1 (Homo sapiens), Q96LB2;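 active means calcium-response B-score plate-corrected more than 3 library SD below zero, starting fluorescence within 5 deviations, no agonist response on first addition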;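 further: peak minus trough fluorescence over baseline after final BAM8-22 challenge near maximal dose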
# RGS4 pot = RGS4 potentiators or activators, primary screen, cell-based, HEK293 M3R inducible RGS4, calcium flux | B-score at 10 µM | 310,000 compounds, 0.92% hits | carbachol calcium flux Fluo4; stronger effect = lower value;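 active means B-score of the integrated calcium signal more than 4 SD below the library mean, with starting fluorescence not abnormally high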;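 further: negative B-score means reduced calcium response which marks RGS4 activation or potentiation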
#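 Material: Inducible-RGS4 HEK293 cells carrying M3 receptor; also added: carbachol at ECmax as muscarinic agonist stimulus; incubation: compound preincubation 20 min at room temperature before agonist; signal: Fluo4-AM (2 µM) calcium-flux fluorescence, kinetic read; measure: integrated calcium ratio converted to B score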
# SKKanGAS inh = S. pyogenes SKKanGAS growth inhibitors in kanamycin, primary screen, streptokinase expression inhibitor project, SKKanGAS strain, BacTiter-Glo luminescence; 300,000 compounds, 1.3% hits; 6 h; inhibition, % at 7.5 µM; AID 1662, 2009;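 active means mean replicate score, as percent of positive control median, at least 50; inconclusive means mean below 50 but one replicate at or above 50; inactive means mean and every replicate below 50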;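 further: strain carries kanamycin resistance gene driven by streptokinase promoter and grows in 40 µg/ml kanamycin; loss of luminescence reflects streptokinase promoter inhibition or plain growth inhibition; 0% = median of DMSO wells and 100% = positive control at its reference dose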
# TMEM16A act = TMEM16A chloride channel activators or potentiators, primary screen, cell-based, HTS. Anoctamin-1 (Mus musculus), Q8BHY3. HEK293 TMEM16A/YFP-H148Q/I152L, iodide quench fluorescence; stronger effect = lower value. B-score at 10 µM. 340,000 compounds, 0.3% hits. AID 623877, 2012;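 active means fluorescence-ratio B-score plate-corrected deviation score at least 3 library SD below zero, with starting fluorescence score within 5 deviations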;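 further: channel opened by trigger with iodide after compound preincubation; score built on the fluorescence ratio of max minus min over baseline; more negative score means more quench and so TMEM16A activation or potentiation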
# MrgX1 allo act = positive allosteric modulators of MrgX1, primary screen, HEK293 cells, Fluo-4 calcium flux | Mas-related G-protein coupled receptor member X1 (Homo sapiens), Q96LB2 | FDSS; stronger effect = higher value | B-score at 10 µM | 310,000 compounds, 0.63% hits;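 active means plate-corrected calcium response at least 3 library SD above typical, normal starting fluorescence, not activating the receptor alone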;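 further: compound read alongside a low EC10 to EC30 dose of BAM8-22 agonist; peak minus trough fluorescence over baseline measured at the second addition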
# RGS4 inh = RGS4 inhibitors, primary screen, cell-based, HEK293 M3R inducible RGS4, calcium flux; Regulator of G-protein signaling 4 (Homo sapiens), P49798; Fluo-4 calcium flux; stronger effect = higher value; triggered by carbachol at its EC20; B-score at 10 µM; 310,000 compounds, 0.45% hits;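 active means B-score, a plate-corrected calcium signal, over three deviations above library mean, with baseline fluorescence within five deviations of library mean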;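 further: RGS4 expression induced by doxycycline in cells with stable M3 receptor; B-score is computed from the integrated fluorescence ratio over baseline after carbachol; higher B-score means a larger calcium signal and so more RGS4 inhibition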
# Target sequence (P49798 whole entry, looked up): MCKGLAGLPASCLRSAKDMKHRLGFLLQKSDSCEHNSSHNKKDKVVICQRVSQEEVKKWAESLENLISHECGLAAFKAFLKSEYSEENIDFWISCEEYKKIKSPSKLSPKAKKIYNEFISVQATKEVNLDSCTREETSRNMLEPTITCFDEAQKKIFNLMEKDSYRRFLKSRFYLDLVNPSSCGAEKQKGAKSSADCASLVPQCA
# Active calls of the source: *; i = inactive; ? = inconclusive; . = no result given.
# Start of the listing, in advance, 4 compounds:
canonical_smiles	TMEM16A inh	MrgX1 agonist	TRPC6 act	TRPC6 inhibitor	HDAC3 inh	MrgX1 antag	RGS4 pot	SKKanGAS inh	TMEM16A act	MrgX1 allo act	RGS4 inh
c1ccc(Cn2nnnc2C(c2cccs2)N2CCCCCC2)cc1 (stereo unspecified)	100*	i	i	i	-2	i	i	-4	i	i	i
O=C(Nc1nccs1)C(=O)c1c[nH]c2ccccc12	i	i	i	i	-2	i	i	-7	i	i	i
Oc1ccc(/C=N/Nc2ncc(Br)cn2)c(O)c1	i	i	i	i	2	i	i	-7	i	i	i
COc1ccc(Oc2nc3c(c(=O)n(C)c(=O)n3C)n2Cc2ccccc2)cc1	i	i	i	i	1	i	i	0	i	i	i

# The listing, repeating the preview:
canonical_smiles	TMEM16A inh	MrgX1 agonist	TRPC6 act	TRPC6 inhibitor	HDAC3 inh	MrgX1 antag	RGS4 pot	SKKanGAS inh	TMEM16A act	MrgX1 allo act	RGS4 inh
c1ccc(Cn2nnnc2C(c2cccs2)N2CCCCCC2)cc1 (stereo unspecified)	100*	i	i	i	-2	i	i	-4	i	i	i
O=C(Nc1nccs1)C(=O)c1c[nH]c2ccccc12	i	i	i	i	-2	i	i	-7	i	i	i
Oc1ccc(/C=N/Nc2ncc(Br)cn2)c(O)c1	i	i	i	i	2	i	i	-7	i	i	i
COc1ccc(Oc2nc3c(c(=O)n(C)c(=O)n3C)n2Cc2ccccc2)cc1	i	i	i	i	1	i	i	0	i	i	i
Cc1cc(=O)n2nc(N3CCCC(C(=O)NCCCN4CC(C)CC(C)C4)C3)sc2n1 (stereo unspecified)	i	i	i	i	2	i	i	8	i	i	i
CN(Cc1ccccc1)C(=O)c1cccc(N2C(=O)C3CC=CCC3C2=O)c1 (stereo unspecified)	i	i	i	i	-8	i	i	-2	i	i	i
COC(=O)c1ccc(NCCC(=O)O)cc1	i	i	i	i	-7	i	i	4	i	i	i
CC1CCCN(C(=O)c2ccc3c(c2)C(=O)N(CCC2=CCCCC2)C3=O)C1 (stereo unspecified)	i	i	i	i	1	i	i	3	i	i	i
CC1(C)c2[nH]c3ccccc3c2C[C@@H]2C(=O)N(Cc3ccco3)C(=O)N21	i	i	i	i	8	i	i	12	i	i	i
CCOC(=O)C1(CC2CC2)CCN(Cc2ccc(O)c(Cl)c2)CC1	i	i	i	i	3	i	i	-3	.	i	i
COC(=O)CCC(=O)OC1(C)C(=O)C=C2C=C(C3CC3)N(CC3CC3)C=C2C1=O (stereo unspecified)	i	i	i	i	0	i	i	4	i	i	i
Cc1ccccc1-c1nc(CS(=O)(=O)CC(=O)NCc2ccc(F)cc2)c(C)o1	i	i	i	i	.	i	i	-7	i	i	i
Cc1ccc(OCc2cc(C(=O)N(C)Cc3cnc4ccccn34)no2)cc1C	i	i	i	i	-11	i	i	-19	i	i	i
Cc1cccc(C)c1NC(=O)N1CCC(c2nc3ccccc3o2)CC1	i	i	i	i	3	i	i	-12	.	i	i
COc1ccccc1-n1cnc2cc(C(=O)NCCCN3CCOCC3)ccc21	i	i	.	.	.	i	.	0	i	i	.
CCOC(=O)c1[nH]c2ccccc2c1NC(=O)c1ccc(S(=O)(=O)N2CCCC2)cc1	i	i	i	i	-1	i	i	-3	i	i	i
Cc1cc(NC(=O)c2ccc(Cl)cc2)cc(C)c1OCC(=O)N1CCOCC1	i	i	i	i	.	i	i	-1	i	i	i
CCC(Sc1nc2ccccc2o1)C(=O)O (stereo unspecified)	i	i	i	i	-3	i	i	-1	i	i	i
O=C(Cc1c[nH]c2ccccc12)Nc1cccc(S(=O)(=O)N2CCCCC2)c1	i	i	i	i	-6	i	i	-4	.	i	i
CC(=O)NCCC(=O)N(Cc1ccccc1)c1nc2c(C)cccc2s1	i	i	i	i	-4	i	i	-14	i	i	i
C=CCN(C(=O)CSc1nc2ccsc2c(=O)n1Cc1ccccn1)c1ccccc1	i	i	i	i	-3	i	i	4	i	i	i
COc1ccccc1-c1cc(C(=O)Nc2ccccc2SC)no1	i	i	i	i	-3	i	i	-5	i	i	i
CCOC(=O)c1c(NC(=O)COC(=O)c2ccc(O)cc2)sc(C(=O)NC)c1C	i	i	i	i	-5	i	i	26	i	i	i
CSCCC(NS(=O)(=O)c1cccs1)C(=O)NCc1ccccc1 (stereo unspecified)	i	i	i	i	1	i	i	-18	i	i	i
Nc1c(C(=O)NCCN2CCOCC2)c2nc3ccccc3nc2n1CCc1ccccc1F	i	i	i	i	-70	i	i	-6	i	i	i
Nc1nc2c(c3c1c(=O)oc1ccccc13)CCCCC2	i	i	i	i	-44	i	i	2	i	i	i
COc1ccc(C2NC(=O)NC(C)=C2C(=O)Nc2cc(C)ccc2C)cc1OC (stereo unspecified)	i	i	i	i	4	i	i	-2	i	i	i
COc1ccc(CCC(=O)N2CCN(C3CCCCC3)CC2)cc1	i	i	i	i	3	i	i	0	i	i	i
O=C(CC(C(=O)O)c1ccccc1)Nc1cccc2ccccc12 (stereo unspecified)	i	i	i	i	3	i	i	6	i	i	i
Cc1ccc(OC(C)C(=O)N(C)Cc2ccccc2)c([N+](=O)[O-])n1 (stereo unspecified)	i	i	i	i	4	i	i	3	i	i	i
Cc1cc(C)c(S(C)(=O)=O)c(S(=O)(=O)c2ccc(Cl)cc2)n1	i	i	i	i	2	i	i	3	i	i	i
c1ccc(-c2csc(-c3ccncc3)n2)cc1	i	i	i	i	-4	i	i	-23	i	i	i
Cn1cnnc1SCC(=O)Nc1ncc(C(F)(F)F)cc1Cl	i	i	i	i	0	i	i	1	i	i	i
CC(=O)c1ccc(OCc2cc(C(=O)N3CCCCCCC3)no2)cc1	i	i	i	i	5	i	i	16	i	i	i
CN(C1CCCCC1)S(=O)(=O)c1ccc(C(=O)O)cc1	i	i	i	i	-13	i	i	-5	i	i	i
CCC(C)N(C(=O)c1csnn1)C(C(=O)NC1CCCC1)c1c(F)cccc1Cl (stereo unspecified)	i	i	i	i	?	i	i	11	i	i	i
CCC(Oc1ccccc1)C(=O)Nc1ncc([N+](=O)[O-])s1 (stereo unspecified)	25*	i	i	i	7	i	i	9	i	i	i
O=C(N/N=C/C=C/c1ccccc1)c1ccncc1	i	i	i	i	4	i	i	-7	i	i	i
O=C(CN(c1ccccc1)S(=O)(=O)c1ccccc1)N1CCOCC1	i	i	i	i	-1	i	i	-1	i	i	i
S=C(c1cn(Cc2ccccc2)c2ccccc12)N1CCOCC1	i	i	i	i	2	i	i	-4	i	i	i
O=C(NCc1ccc2c(c1)OCO2)c1c(O)c2cccc3c2n(c1=O)CCC3	i	i	i	i	-1	i	i	14	i	i	i
COC(=O)c1cccc(NC(=O)CSc2nnc(-c3ccco3)o2)c1	i	i	i	i	2	i	i	13	i	i	i
O=C(CNC(=O)c1ccc([N+](=O)[O-])cc1)N/N=C\c1ccc(OC(=O)c2ccccc2)cc1	i	i	i	i	-5	i	i	1	i	i	i
Cc1cc(C)cc(C(=O)N2CC(C)SC2=Nc2cccc(S(=O)(=O)N(C)C)c2)c1 (stereo unspecified)	i	i	i	i	5	i	i	11	i	i	i
CCC(C)[C@H](NC(=O)C1CCN(C(=O)[C@H](Cc2ccccc2)NC(=O)OC(C)(C)C)CC1)C(=O)O (stereo partly specified)	i	i	i	i	-3	i	i	0	i	i	i
COc1ccc(C2CC(c3ccccc3)=NN2c2ccc(Cl)c(C(=O)O)c2)cc1 (stereo unspecified)	i	i	i	i	-164	i	i	25	i	i	i
COc1ccccc1S(=O)(=O)Nc1cccc(-c2nnc3n2CCCCC3)c1	i	i	i	i	6	i	i	-3	i	i	i
O=C(O)CNS(=O)(=O)c1cc(Cl)c(Cl)cc1Cl	i	i	i	i	0	i	i	-6	i	i	i
COc1ccc(C2CC(C(F)(F)F)n3nc(C(=O)O)c(Br)c3N2)cc1 (stereo unspecified)	i	i	i	i	1	i	i	-1	i	i	i
CN(c1ccc(C(=O)Nc2ccccc2C(=O)N2CCCC2)cc1)S(C)(=O)=O	i	i	i	i	0	i	i	2	i	i	i
Cc1ccc(N(C(=O)c2snc(C(N)=O)c2N)C(C(=O)NCC2CCCO2)c2ccc(C)o2)c(C)c1 (stereo unspecified)	i	i	i	i	-4	i	i	2	i	i	i
COc1ccc(NC(=O)CSc2nnnn2-c2ccc(OC)cc2)cc1	i	i	i	i	-3	i	i	-1	i	i	i
O=C(c1c(F)cccc1F)N(Cc1ccccn1)C1CC1	i	i	i	i	-9	i	i	-2	i	i	i
Cc1ccc(C(=O)C[n+]2ccccc2)cc1	i	i	i	i	-1	i	i	-2	i	i	i
CC(C)C(=O)Nc1ccc(NC(=S)NC(=O)c2cc3ccccc3o2)cc1	i	i	i	i	1	i	i	6	i	i	i

# Pulled by compound from above:
canonical_smiles	TMEM16A inh	MrgX1 agonist	TRPC6 act	TRPC6 inhibitor	HDAC3 inh	MrgX1 antag	RGS4 pot	SKKanGAS inh	TMEM16A act	MrgX1 allo act	RGS4 inh
O=C(O)CNS(=O)(=O)c1cc(Cl)c(Cl)cc1Cl	i	i	i	i	0	i	i	-6	i	i	i
Cc1cc(C)cc(C(=O)N2CC(C)SC2=Nc2cccc(S(=O)(=O)N(C)C)c2)c1 (stereo unspecified)	i	i	i	i	5	i	i	11	i	i	i
